NPY Y1 blocker = NPY-Y1 (human) receptor antagonism; inhibition, % at 3.6 µM; AID 1040; actives 1% (n = 200,000); HEK293-CNG Y1 cells, membrane potential fluorescence; NPY at EC95, then isoproterenol; P25929;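 active = inhibition above the campaign mean inhibition of all tested compounds plus 3 SD, cut at about 20% in these data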;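 also: 0% = DMSO wells given NPY plus isoproterenol and 100% = isoproterenol alone without NPY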
Target sequence (P25929 whole entry, looked up): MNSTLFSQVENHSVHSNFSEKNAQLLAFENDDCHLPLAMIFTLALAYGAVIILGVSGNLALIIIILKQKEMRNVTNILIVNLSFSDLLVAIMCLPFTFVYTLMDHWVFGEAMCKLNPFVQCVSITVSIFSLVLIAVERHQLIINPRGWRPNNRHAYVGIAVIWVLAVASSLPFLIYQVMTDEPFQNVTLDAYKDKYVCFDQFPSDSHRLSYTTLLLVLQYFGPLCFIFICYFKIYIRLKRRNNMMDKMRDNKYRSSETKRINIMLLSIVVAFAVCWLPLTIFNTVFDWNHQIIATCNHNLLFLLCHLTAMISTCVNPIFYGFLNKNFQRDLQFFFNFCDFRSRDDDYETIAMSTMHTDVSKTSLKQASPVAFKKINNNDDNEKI
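System: HEK293 cells with Y1 receptor plus CNG channel / Probe or stimulus: NPY 25 nM then isoproterenol 1 µM plus Ro 20-1724 25 µM / Compound: one concentration, 3.6 µM, in 0.4% DMSO / Schedule: compound incubation 1 h at room temperature, readout 45 min post-stimulation / Measured by: membrane potential fluorescence / Read-out: % inhibition of NPY effect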
S1P4 ag = agonists of human S1P4 receptor; actives 0.35% (n = 220,000); S1P4-expressing cell line, agonist reporter assay; activation, % at 4.98 µM; in the data active = activation above about 11%;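 also: 0% = DMSO vehicle and 100% = reference agonist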
S1P4 antagonist = blocks the human S1P4 receptor | inhibition, % at 4.98 µM | S1P4-expressing cells, antagonist mode, reporter read-out | AID 1510 | O95977 | actives 0.26% (n = 220,000); in the data active = inhibition above about 29%;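 also: 0% = wells stimulated with agonist and 100% = vehicle wells without agonist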
NPY-Y2 PAM-ag = potentiators or agonists of human neuropeptide Y receptor Y2; cells expressing NPY-Y2, potentiator/agonist read-out; activation, % at 3.6 µM; AID 1359; actives 0.45% (n = 220,000); P49146; in the data active = activation above about 27%;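 also: cells stimulated with NPY near EC25 plus isoproterenol at EC100; 0% = vehicle plus submaximal agonist and 100% = vehicle plus saturating agonist; some results beyond the cut were filed as inactive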
CHOP inh = inhibitors of CHOP induction in ER stress response | inhibition, % at 10 µM | AID 2732 | actives 3.8% (n = 220,000) | CHO-K1 CHOP-promoter luciferase, tunicamycin-induced, 15-18 h;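 active = compounds that reduced the stress-induced luciferase reporter signal by more than about 70% of percent inhibition, limit read from the data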;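 also: 0% = tunicamycin plus vehicle and 100% = wells without tunicamycin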
EP2 mod = modulators of human EP2 prostaglandin E2 receptor; P43116; actives 0.83% (n = 260,000); induction, % at 25 µM; EP2-expressing cells, cAMP HTRF FRET, PGE2 co-stimulation; AID 940;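 active = compounds whose cAMP rise, as percent of the full-agonist control response, exceeds 60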;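 also: rat C6 glioma line stably carrying human EP2 under a CMV promoter; the protocol text gives 20 µM as final concentration; 100% = response of wells given 1 µM PGE2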
TRPML3 ag = agonists of human TRPML3 channel. HEK293 TRPML3-YFP, Fluo-8 calcium fluorescence; 100% = the carbachol control signal. AID 1448. activation, % at 3 µM. actives 0.29% (n = 220,000). Q8TDD5;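 active = activation above its plate's cutoff, the mean activation of the plate's test wells plus 3 SD, cut at about 12% in these data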;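 also: 0% = DMSO only wells and 100% = carbachol wells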
Target sequence (Q8TDD5 whole entry, looked up): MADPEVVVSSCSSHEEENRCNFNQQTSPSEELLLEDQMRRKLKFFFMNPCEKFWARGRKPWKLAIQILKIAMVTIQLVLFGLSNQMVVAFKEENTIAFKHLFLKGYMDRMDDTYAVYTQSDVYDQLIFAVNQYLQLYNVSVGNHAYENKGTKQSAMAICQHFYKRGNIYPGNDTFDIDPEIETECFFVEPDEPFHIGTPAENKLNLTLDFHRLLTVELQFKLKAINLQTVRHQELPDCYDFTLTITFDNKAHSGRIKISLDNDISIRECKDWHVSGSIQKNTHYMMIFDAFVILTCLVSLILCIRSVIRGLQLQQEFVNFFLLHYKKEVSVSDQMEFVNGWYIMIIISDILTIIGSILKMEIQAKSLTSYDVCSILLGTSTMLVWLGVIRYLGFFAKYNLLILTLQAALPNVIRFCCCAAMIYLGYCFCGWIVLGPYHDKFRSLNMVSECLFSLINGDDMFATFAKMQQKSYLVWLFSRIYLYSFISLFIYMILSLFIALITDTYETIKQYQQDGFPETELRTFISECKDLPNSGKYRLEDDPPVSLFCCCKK
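Test system – HEK293 line with stable expression of human TRPML3-YFP channel · Control set – carbachol 87 µM final as high control (100%), DMSO as low control (0%) · Signal – Fluo-8 calcium dye fluorescence, ex 470-495, em 515-575 nm · Incubation – 1-h 37 °C dye load, 5-s basal, 120-s post-compound reads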
TRPN1 ag = activates the zebrafish TRPN1 channel; actives 0.18% (n = 220,000); HEK293 zebrafish TRPN1-YFP, Fluo-8 calcium fluorescence; 100% = response to 87 µM carbachol; activation, % at 3 µM; AID 1424;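 active = activation above its plate's cutoff, the mean activation of test wells on that plate plus 3 SD, cut at about 19% in these data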;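 also: 0% = DMSO alone and 100% = 87 µM carbachol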
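Control set: carbachol 87 µM as high control, DMSO as low control; system: HEK293 stable line with zebrafish TRPN1-YFP; read-out: % activation versus carbachol response; detection: intracellular calcium fluorescence with Fluo-8; doses: single test compound dose, 3 µM nominal, 0.3% DMSO; schedule: dye 1 h 37 °C plus 30 min RT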
NPY1 pot ag = potentiators or agonists of human neuropeptide Y receptor Y1. NPY-Y1 expressing cells, potentiator/agonist activation. activation, % at 3.6 µM. P25929. actives 0.37% (n = 220,000). AID 1304; in the data active = activation above about 33%, passing the limit was not always enough;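 also: cells stimulated with NPY at EC10 then isoproterenol at EC100; 0% = low agonist plus stimulus and 100% = saturating agonist plus stimulus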
* = called active by the depositor; / = no result given; & = joins results of further samples.

Order of values – NPY Y1 blocker | S1P4 ag | S1P4 antagonist | NPY-Y2 PAM-ag | CHOP inh | EP2 mod | TRPML3 ag | TRPN1 ag | NPY1 pot ag
- CN(C)CCCn1c(SCC(=O)N2c3ccccc3Sc3ccccc32)nc2ccccc2c1=O
→ 14.8 | 0.4 | -3.5 | -20.9 | 20.6 | -1.9 | 0.8 | -0.2 | -71.0
- COc1ccc(F)c(CN2CCC(CO)(Cc3cccc(C(F)(F)F)c3)CC2)c1
→ 2.8 | -1.2 | 6.3 | -9.8 | 1.9 | -51.2 | 1.8 | 2.7 | -16.9
- N#Cc1ccc(OCC(=O)NCC2(N3CCCCC3)CCCCC2)cc1
→ 5.5 | 0.2 | -6.7 | -9.8 | -0.1 | -4.1 | 0.4 | 0.1 | 15.1
- Cc1nn(C)cc1NC(=O)CC12CC3CC(CC(C3)C1)C2
→ -2.4 | 0.9 | -4.3 | -0.4 | 23.6 | 1.6 | 0.7 | 1.4 | 10.0
- COc1ccc2oc(=O)c(C(=O)NCc3cccnc3)cc2c1
→ -0.4 | 3.7 | -1.0 | -5.0 | -16.0 | 11.8 | 0.0 | -0.3 | -10.8
- Cc1cccc(OCCCN2CCCCCC2)c1
→ 3.8 | 0.9 | 6.2 | -3.5 | -12.1 | 10.6 | -0.3 | -0.8 | -30.1
- COC(=O)CC1SC(=O)NC1=Nc1cccc(C)c1 (stereo not given)
→ -1.5 | 1.7 | -8.7 | 10.7 | 8.5 | 6.7 | 0.8 | -0.9 | 16.1
- CCCCCCCCNC(=O)c1ccc(C)cc1
→ 9.4 | 1.0 | -3.8 | -18.1 | 11.5 | -24.8 | 0.5 | -0.7 | -25.3
- CCCN(CCC)C(=O)C1CC(=O)OC12CCOC(C)(C)C2 (stereo not given)
→ -1.0 | 0.4 | -16.8 | 1.0 | -24.2 | 24.1 | 0.6 | 0.9 | 0.4
- COc1ccc(C(=O)Nc2ccc(NC(=O)c3cccs3)cc2)cc1Cl
→ 7.6 | 4.1 | -12.8 | 6.5 | -21.7 | 6.3 | 0.7 | 0.3 | -0.6

In another format: entries from further up
Compound,NPY Y1 blocker,S1P4 ag,S1P4 antagonist,NPY-Y2 PAM-ag,CHOP inh,EP2 mod,TRPML3 ag,TRPN1 ag,NPY1 pot ag
CCCN(CCC)C(=O)C1CC(=O)OC12CCOC(C)(C)C2 (stereo not given),-1.0,0.4,-16.8,1.0,-24.2,24.1,0.6,0.9,0.4
CN(C)CCCn1c(SCC(=O)N2c3ccccc3Sc3ccccc32)nc2ccccc2c1=O,14.8,0.4,-3.5,-20.9,20.6,-1.9,0.8,-0.2,-71.0
Cc1cccc(OCCCN2CCCCCC2)c1,3.8,0.9,6.2,-3.5,-12.1,10.6,-0.3,-0.8,-30.1

Returning to the listing; the 3 compounds before the break are reprinted first.
Order of values – NPY Y1 blocker | S1P4 ag | S1P4 antagonist | NPY-Y2 PAM-ag | CHOP inh | EP2 mod | TRPML3 ag | TRPN1 ag | NPY1 pot ag
- CCCCCCCCNC(=O)c1ccc(C)cc1
→ 9.4 | 1.0 | -3.8 | -18.1 | 11.5 | -24.8 | 0.5 | -0.7 | -25.3
- CCCN(CCC)C(=O)C1CC(=O)OC12CCOC(C)(C)C2 (stereo not given)
→ -1.0 | 0.4 | -16.8 | 1.0 | -24.2 | 24.1 | 0.6 | 0.9 | 0.4
- COc1ccc(C(=O)Nc2ccc(NC(=O)c3cccs3)cc2)cc1Cl
→ 7.6 | 4.1 | -12.8 | 6.5 | -21.7 | 6.3 | 0.7 | 0.3 | -0.6
- O=C(NC(=S)N1CCN(c2ccc(Cl)cc2[N+](=O)[O-])CC1)c1ccco1
→ -2.6 | -0.6 | -1.5 | 1.1 | 25.1 | -36.3 | 0.1 | -2.8 | -8.4
- CN(C)CCCNC(=O)c1ccc(=O)[nH]n1
→ / | 1.8 | 1.8 | 1.7 | 4.7 | -23.2 | 1.0 | 0.2 | 9.8
- CCn1cc(C(=O)NCC2CCCO2)c(=O)c2cc(S(=O)(=O)N(C)C)ccc21 (stereo not given)
→ -0.2 | -0.1 | -14.3 | -6.7 | 14.2 | 11.7 | 0.6 | 0.4 | -36.2
- COC(=O)CSc1nc(C)cc(C)n1
→ -5.8 | -1.6 | -21.5 | -1.0 | 9.6 | 2.1 | 0.5 | -0.3 | 5.7
- O=C(NC(=O)c1c(Cl)cccc1Cl)Nc1ccc(Oc2cccnc2)nc1
→ / | -0.3 | 3.3 | 15.1 | 8.7 | 4.6 | 1.1 | 0.3 | 10.4
- COC(=O)c1sc(-c2ccccc2)cc1NC(=O)c1cc(OC)cc(OC)c1
→ 0.2 | 0.9 | -8.8 | 12.1 | -20.3 | 36.3 | 0.1 | -0.9 | 13.7
- COC(=O)C1=C(NC(=O)c2ccc(Br)cc2)CCS1
→ 11.7 | -1.2 | -4.5 | 6.6 | 6.2 | 35.2 | 0.9 | -0.3 | 1.6
- COC(=O)CNC(=O)CCCCC(=O)NCC(=O)OC
→ 0.4 | 0.4 | -10.4 | -1.4 | 10.3 | -1.7 | 0.9 | 2.1 | 4.1
- COC(=O)C(C)N1C(=O)S/C(=C\c2cc(C)n(-c3ccccn3)c2C)C1=O (stereo not given)
→ -1.3 | 2.8 | -21.2 | 13.2 | -11.6 | -9.4 | 1.7 | -0.6 | -6.2
- COc1cccc(C2=CC(c3ccc(N(C)C)cc3)n3nnnc3N2)c1 (stereo not given)
→ 13.7 | -1.7 | 13.1 | -16.9 | -2.9 | -67.3 | 6.2 | 7.6 | -23.8
- NNC(=O)c1nc[nH]c1C(=O)Nc1ccccc1[N+](=O)[O-]
→ 5.7 | -0.1 | -12.3 | -3.8 | -21.7 | -43.9 | -0.5 | -1.1 | 1.2
- CCC(C)NS(=O)(=O)c1ccc(OC)c(Cl)c1Cl (stereo not given)
→ 6.6 | 0.7 | 7.5 | -11.2 | 30.2 | 27.6 | 1.3 | -1.9 | -1.5
- c1ccc(-c2n[nH]c(-c3ccccc3)c2-c2nc3ccccc3[nH]2)cc1
→ 7.3 | -2.0 | 10.8 | -27.9 | -6.2 | 3.0 | -0.3 | 0.7 | -13.2
- Cc1nc(-c2nnc(SCC(=O)Nc3ccc(C(F)(F)F)cc3)n2C)cs1
→ / | -1.0 | -5.3 | -8.8 | 7.5 | -6.9 | -0.4 | -1.7 | 2.9
- CCSc1nc2ccccc2c(=O)n1CCc1ccc(OC)c(OC)c1
→ / | 0.8 | -6.2 | -4.5 | 49.7 | 30.9&23.4 | -0.6 | 0.0 | 19.6
- Cc1ccc(SCC(=O)n2nc(C)cc2C)cc1
→ -0.4 | -0.6 | -8.3 | -7.1 | 56.4 | 33.1 | 0.5 | 0.4 | -9.8
- CCOC(=O)c1c(C)[nH]c(C)c1C(=O)COC(=O)c1ccc(Cl)c(S(N)(=O)=O)c1
→ -1.7 | -0.1 | -17.9 | -2.8 | 13.3 | -9.5 | 0.9 | 1.6 | 3.1
- Cc1cc(-n2nc(C)cc2C)nc(N)n1
→ 5.0 | 0.4 | 10.9 | 3.5 | -4.3 | 25.0 | 1.0 | 0.3 | -5.2
- Cc1cc(=O)[nH]c(SCc2nc3ncccn3c2Br)n1
→ -4.2 | -1.6 | 5.4 | -5.3 | 1.3 | 4.2 | 0.2 | 2.4 | -11.4
- Cc1cc(C)c(C)c(OCC(=O)O/N=C(\N)c2ccccn2)c1
→ 8.4 | -1.0 | 1.4 | -20.4 | 25.6 | 28.2 | -0.8 | -2.5 | -9.3

Sorted by value in NPY Y1 blocker (lowest first): three from the list above
SMILES	NPY Y1 blocker	S1P4 ag	S1P4 antagonist	NPY-Y2 PAM-ag	CHOP inh	EP2 mod	TRPML3 ag	NPY1 pot ag
Cc1cc(=O)[nH]c(SCc2nc3ncccn3c2Br)n1	-4.2	-1.6	5.4	-5.3	1.3	4.2	0.2	-11.4
NNC(=O)c1nc[nH]c1C(=O)Nc1ccccc1[N+](=O)[O-]	5.7	-0.1	-12.3	-3.8	-21.7	-43.9	-0.5	1.2
Cc1cc(C)c(C)c(OCC(=O)O/N=C(\N)c2ccccn2)c1	8.4	-1.0	1.4	-20.4	25.6	28.2	-0.8	-9.3

Continuation:
Order of values – NPY Y1 blocker | S1P4 ag | S1P4 antagonist | NPY-Y2 PAM-ag | CHOP inh | EP2 mod | TRPML3 ag | TRPN1 ag | NPY1 pot ag
- Fc1ccc(Nc2nc(N/N=C/c3ccco3)nc(N3CCCCC3)n2)cc1
→ 6.0 | -0.1 | 12.3 | -5.0 | 55.7 | 9.7 | 0.9 | -1.1 | -8.0
- CC(=O)OC1CCC(OC(C)=O)c2c1n([O-])c(C)c(C)[n+]2=O (stereo not given)
→ -1.4 | 0.1 | -19.2 | 6.7 | 17.5 | 6.4 | 0.8 | 0.9 | 2.8
- CCCCCn1c(=N)n(CC(O)COc2ccccc2OC)c2ccccc21 (stereo not given)
→ 24.9* | -0.2 | 11.6 | -28.0 | 53.6&-6.1 | -18.4&2.2 | 0.0 | -0.4 | -75.8
- CN(Cc1ccccc1)CC(O)COc1ccc(CNCc2nccn2C)cc1 (stereo not given)
→ 6.9 | -0.1 | -20.2 | -15.0 | -18.1 | -20.3 | 0.3 | 2.3 | -33.9
- Fc1cccc(Nc2ncnc3[nH]ncc23)c1
→ 1.7 | 3.4 | -17.7 | 7.6 | 52.2 | -19.5 | 0.2 | -0.7 | 14.0
- COC(=O)c1sccc1NC(=O)CC1C(=O)NCCN1C(=O)Nc1ccccc1 (stereo not given)
→ / | -2.2 | -1.2 | 17.7 | 3.6 | -24.3 | 0.5 | 0.5 | 1.4
- O=C1c2ccccc2C(Nc2ccc3nc(-c4cccnc4)[nH]c3c2)N1Cc1ccco1 (stereo not given)
→ 2.8 | -1.6 | 9.3 | 8.2 | 25.9 | -52.7 | -0.1 | -0.8 | -8.0
- C=CCN(Cc1cccc(OC)c1OC)S(=O)(=O)N(C)C
→ 5.9 | 0.3 | -9.2 | -15.5 | -9.4 | 17.0 | 0.5 | 0.1 | 8.5
- CC(C)CCNC(=O)CN(Cc1ccco1)C(=O)c1snc(C(N)=O)c1N
→ 4.7 | 0.0 | 2.4 | 5.0 | 58.8 | -40.5 | 0.5 | -0.6 | 10.9
- CCc1ccc2[nH]c(O)c(N=NC3=NC(=O)CS3)c2c1
→ / | 1.6 | -7.6 | 27.9 | -17.2 | -26.5 | 0.2 | -0.8 | 5.1
- COC(=O)c1ccccc1NC(=O)c1ccccc1SC
→ 11.3 | 0.2 | 6.9 | 3.1 | 41.8 | 23.3 | -0.6 | -0.3 | -21.4
- Cc1ccc(N(C(=O)CC2NC(=O)NC2=O)C2(C(=O)NC3CCCC3)CCCCC2)cc1 (stereo not given)
→ 6.7 | 1.7 | -20.0 | 4.9 | 2.3 | 16.0 | 0.3 | 0.6 | 22.2
- CSc1nnc(C)c(=O)n1COC(=O)c1ccc(S(=O)(=O)N2CCOCC2)cc1
→ -1.2 | -0.6 | -16.8 | 0.1 | -5.3 | -6.6 | 0.1 | -0.9 | 12.3

High-throughput results: PubChem BioAssay, several laboratories
